Bioassay records (PubChem)
CSM14.1 death rescue = rescue of cells from ER stress-induced death, primary screen, 384-well, CSM14.1, thapsigargin, ATP luminescence (AID 1222) | CSM14.1 thapsigargin-induced death rescue, ATP luminescence; higher % means a stronger effect | one-dose cellular ATP content (survival), % at 20 µM; EC50 in µM for titrated hits | 190,000 tested, under 10 active;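 active means EC50 below 50 µM in the dose-response confirmation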;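 further: death triggered by thapsigargin at about 15 µM added after 2 h compound pretreatment; cell ATP read after overnight thapsigargin exposure of roughly 18 to 22 hours; normalized against plate controls of thapsigargin alone and 5% DMSO vehicle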
AID2073 = inhibitors of Mint1-CaV2.2 protein interaction, biochemical, HTRF (AID 2073); 290,000 tested, 0.19% active; inhibition, % at 20 µM; hits with a dose series show IC50 in µM; HTRF protein-protein interaction, Mint1-CaV2.2; higher % means a stronger effect; in the data active means inhibition mostly above about 51%, no sharp cut-off; inconclusive means no clear call, values can overlap the other calls; inactive means mostly below about 53%; further: some results filed as inactive read as strong as hits
M17LAP inhibition = P. falciparum M17LAP inhibitors, primary screen, biochemical, fluorogenic H-Leu-NHMec substrate, 1536-well (AID 1619); inhibition, % at 30 µM; hits with a dose series show IC50 in µM; Leucine aminopeptidase (Plasmodium falciparum (isolate 3D7)); recombinant M17LAP, H-Leu-NHMec fluorogenic kinetic assay; higher % means a stronger effect; 220,000 tested, 0.38% active;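 active means compound inhibiting the enzyme by more than half at any dose during confirmatory dose-response retesting; inconclusive means strong single-dose inhibitors picked by rank but not retested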;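 further: plate controls were full reaction with DMSO carrier for no effect and no enzyme background for full effect; strong numbers were not always called active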
P. falciparum M1AAP = P. falciparum M1AAP inhibitors, biochemical, fluorogenic H-Leu-NHMec substrate, 1536-well (AID 1445). 220,000 tested, 0.42% active. inhibition, % at 30 µM; hits with a dose series show IC50 in µM. Aminopeptidase N (Plasmodium falciparum (isolate 3D7)). recombinant M1AAP, H-Leu-NHMec fluorogenic kinetic assay; higher % means a stronger effect;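 active means primary inhibition above the hit cutoff, then over 50% inhibition at one or more dose response concentrations, cut at about 23% in these data, passing the limit was not always enough; inconclusive means conflicting primary data, or primary hits not chosen for dose response; inactive means low primary inhibition, or under 50% at every dose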;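 further: plate controls were DMSO full reaction for no effect and no enzyme background for full effect; strong numbers were not always called active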
Lipid droplet = inhibitors of hepatocyte lipid droplet formation, primary screen, imaging, high-throughput imaging, BODIPY stain. AML12 mouse hepatocytes, oleate lipid droplets. inhibition, % at 6.5 µM. 240,000 tested, 0.4% active. AID 1656, 2009;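 active means lipid droplet intensity inhibited by at least 50%, with more than 500 cells counted; inconclusive means wells with under 300 cells, treated as cytotoxic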
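Test system: AML12 mouse liver cells; schedule: overnight exposure; technique: high-content imaging of BODIPY-stained droplets and DAPI nuclei; read-out: % inhibition of corrected integrated BODIPY droplet signal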
HEK293 NOD2/NF-kB = NOD2 signaling inhibitors, cell-based, luminescence, uHTS, HEK293 (AID 1566). inhibition, % at 4 µM; hits with a dose series show EC50 in µM. 290,000 tested, 0.63% active. HEK293 NOD2/NF-kB luciferase reporter, luminescence; higher % means a stronger effect; further: many of its hits are not listed in these tables
XIAP antagonists = XIAP antagonists, biochemical, IAP family, fluorescence polarization (AID 1018). E3 ubiquitin-protein ligase XIAP (Homo sapiens). 200,000 tested, 0.007% active. displacement, % at 20 µM; hits with a dose series show IC50 in µM. XIAP BIR domain, fluorescence polarization peptide displacement; higher % means a stronger effect; in the data active means displacement above about 50%; further: a part of the inactive calls stands beside numbers as strong as those of hits
SIAH1 antagonists = Siah-1 peptide-binding antagonists, primary screen, biochemical, fluorescence polarization, rhodamine-plectin, uHTS (AID 1817). E3 ubiquitin-protein ligase SIAH1 (Homo sapiens). Siah-1 / rhodamine-plectin peptide fluorescence polarization; higher % means a stronger effect. displacement, % at 20 µM; hits with a dose series show IC50 in µM. 290,000 tested, 0.02% active;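 active means displacement of at least 50% at 20 µM, with a fluorescence ratio check between 0.3 and a set limit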;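 further: plate controls were Siah plus tracer with DMSO for no effect and tracer alone without Siah for full effect; strong numbers were not always called active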
LYP phosphatase = inhibitors of LYP phosphatase, biochemical, fluorescence intensity, uHTS (AID 1779). recombinant LYP phosphatase, fluorescence intensity; higher % means a stronger effect. 290,000 tested, 0.054% active. Tyrosine-protein phosphatase non-receptor type 22 (Homo sapiens). one-dose inhibition, % at 11.5 µM; IC50 in µM for titrated hits;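 further: plate controls were vehicle with enzyme for no effect and no enzyme for full effect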
Lipid droplet cells 6.5 µM = recorded beside Lipid droplet, whose call it bears; cell count; measured here: cell count, cytotoxicity flag;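 cells counted across two imaged fields per well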
Numbers without * were called inactive; u = inconclusive; x = no result given. Unless noted, no stated cut-off is given here; in the data, active means inhibition above about 50%; inactive means the rest.

Sample of the layout (2 entries):
smiles,CSM14.1 death rescue,AID2073,M17LAP inhibition,P. falciparum M1AAP,Lipid droplet,Lipid droplet cells 6.5 µM,HEK293 NOD2/NF-kB,XIAP antagonists,SIAH1 antagonists,LYP phosphatase
COc1ccc2c(c1)c1nnc(SCC(=O)N3CCCCC3C)nc1n2C (stereo not drawn),-1.0%,-3.9%,16.6%,9.2%,x,x,12.8%,3.2%,0.9%,-7.7%
CCOc1cc(N2CCOCC2)c(OCC)cc1NC(=O)COc1ncnc2ccc(Br)cc12,-0.5%,-3.7%,2.8%,-5.6%,6.8,739,1.5%,-4.0%,1.0%,-0.9%

All compounds of this part, repeating the preview:
smiles,CSM14.1 death rescue,AID2073,M17LAP inhibition,P. falciparum M1AAP,Lipid droplet,Lipid droplet cells 6.5 µM,HEK293 NOD2/NF-kB,XIAP antagonists,SIAH1 antagonists,LYP phosphatase
COc1ccc2c(c1)c1nnc(SCC(=O)N3CCCCC3C)nc1n2C (stereo not drawn),-1.0%,-3.9%,16.6%,9.2%,x,x,12.8%,3.2%,0.9%,-7.7%
CCOc1cc(N2CCOCC2)c(OCC)cc1NC(=O)COc1ncnc2ccc(Br)cc12,-0.5%,-3.7%,2.8%,-5.6%,6.8,739,1.5%,-4.0%,1.0%,-0.9%
O=C(N/N=C/c1ccc(O)c(O)c1)C1c2ccccc2Oc2ccccc21,-2.9%,6.4%,25.8%,25.6%*,-2.0,721,-16.0%,-16.0%,0.4%,1.2%
Cc1cc(C)cc(NS(=O)(=O)c2ccc(NC(=S)Nc3ccccc3)cc2)c1,4.1%,-16.3%,-1.8%,2.5%,48.3,630,-45.3%,-3.2%,22.6%,-3.1%
CC1CCCCN1Cc1c(O)ccc2c(=O)c(-c3ccc(Cl)cc3)coc12 (stereo not drawn),x,31.4%,x,x,19.1,716,4.9%,x,-2.7%,-9.2%
O=C(/C=C/c1ccc(Br)cc1)NCc1cccs1,0.0%,0.0%,4.8%,3.6%,7.2,658,-19.2%,6.3%,-6.0%,-6.9%
O=C(O)C1CC=CCC1C(=O)NCc1cn2ccccc2n1 (stereo not drawn),-3.6%,6.4%,9.4%,7.2%,-25.7,649,-0.4%,-1.4%,-8.1%,-7.7%
O=C1c2ccccc2-c2c1nc1c([n+]2[O-])CCCC1,1.0%,-8.1%,-4.5%,10.3%,x,x,-3.1%,-3.5%,-0.2%,-12.4%
Cc1ccc(S(=O)(=O)NCCc2cc3ccc(C)c(C)c3[nH]c2=O)cc1,x,u,x,x,32.6,818,14.8%,x,-0.4%,-6.4%
Cc1ccc(-n2nc3c4c(cccc4c2=O)-c2ccccc2-3)cc1,0.9%,4.9%,-8.4%,1.6%,x,x,11.2%,-5.4%,2.7%,-5.4%
O=C(NCc1ccccc1)C1=C[C@H](c2csc3ccccc23)C[C@H](OCc2ccc(CO)cc2)O1,x,18.6%,2.3%,-0.6%,-11.7,673,-15.3%,x,-1.3%,6.5%
COc1ccccc1N1CCN(CC(=O)N2N=CCC2c2ccccc2)CC1 (stereo not drawn),0.1%,2.4%,-0.8%,6.2%,-6.5,609,2.0%,-2.8%,3.5%,-3.4%
Cc1sc2c(c1C)c(=O)nc1n2Cc2ccccc2-1,-0.1%,23.5%,-32.5%,11.4%,2.5,735,4.1%,-4.2%,1.7%,-6.0%
COC(=O)c1[nH]c2cccc(OC)c2c1NC(=O)CCN1CCN(c2ccccc2F)CC1,-0.6%,21.6%,6.6%,11.3%,-9.9,774,12.2%,-2.4%,0.2%,-19.5%
CCC(C)SCc1nc2ccccc2[nH]1 (stereo not drawn),x,7.7%,-15.8%,-2.2%,x,x,-4.9%,-1.4%,-2.4%,-8.0%
O=C(c1cc([N+](=O)[O-])ccc1N1CCCCC1)N1CCCC1,-0.4%,0.9%,23.1%,8.4%,5.8,699,25.2%,6.1%,-1.3%,-5.5%
N#C/C(=C\c1cn[nH]c1-c1ccccc1Br)C(=O)O,0.8%,-5.8%,4.9%,-6.5%,3.8,670,-5.4%,-2.0%,13.8%,1.6%
CCOC(=O)CSc1nnc(NC(=O)c2ccc3c(c2)OCO3)s1,x,14.9%,x,x,-6.0,702,3.1%,x,5.4%,-6.2%
O=C(CN1CCN(C2CCCCC2)CC1)NCCC1=CCCCC1,0.7%,27.7%,6.6%,-0.5%,x,x,-26.0%,2.3%,5.2%,2.6%
Cc1cc(C)c2c(=O)[nH]n(C3CCOC(C)(C)C3)c2n1 (stereo not drawn),-0.7%,-2.1%,12.8%,11.2%,x,x,10.6%,-0.5%,4.1%,-6.5%
CCOC(=O)C(NC(=O)NCc1ccc(F)cc1)(OCC)C(F)(F)F (stereo not drawn),8.1%,4.4%,5.7%,-3.3%,1.2,641,-17.4%,-1.8%,-1.7%,0.0%
Cc1nn(C)cc1/C=N\NC(=O)c1ccc2c(c1)c(C)c(C)n2Cc1ccccc1,-1.5%,-1.6%,1.4%,4.3%,9.9,716,22.4%,4.1%,3.3%,5.7%
CCc1ccc[n+](-c2[nH]c(=O)sc2/C=N/N=C(\[O-])c2ccncc2)c1,x,-3.0%,x,x,5.8,698,18.9%,x,1.4%,-4.8%
CC#CC[N+](C)(C)CCCCCC,x,6.7%,2.4%,0.4%,-1.3,695,-17.1%,x,-3.2%,-3.3%
CCS(=O)(=O)N1CCC(NC(C)=O)(c2ccccc2)CC1,-0.2%,2.5%,-1.3%,-2.8%,x,x,-8.8%,-5.2%,1.4%,-2.2%
Cc1cccc(CSc2nnc(CCNC(=O)OC(C)(C)C)o2)c1,x,7.1%,8.3%,-0.6%,1.2,775,14.7%,x,-1.2%,0.3%
O=C(O)/C=C/C(=O)NNC(=O)c1ccc(Br)cc1,-2.0%,4.6%,9.8%,33.2%,-0.6,569,9.2%,-11.5%,1.2%,4.2%
Cc1ccccc1NS(=O)(=O)c1nnc(NC(=O)C(C)C)s1,x,8.2%,x,x,-6.1,826,5.6%,x,1.0%,-6.5%
O=C(c1ccccc1NS(=O)(=O)c1cccs1)N1CCOCC1,-3.1%,-3.6%,-1.7%,5.1%,-10.1,735,-7.2%,-7.2%,4.3%,-4.6%
CCCOc1cc(C)c(S(=O)(=O)N2CCOCC2)cc1C,-1.2%,4.2%,8.7%,3.4%,2.2,718,9.9%,-4.0%,14.4%,-6.9%
CCN(CC)S(=O)(=O)c1ccc(C(=O)Nc2cccc(C)c2)cc1,-0.6%,-3.5%,4.4%,12.9%,-2.8,738,-9.2%,-4.0%,2.2%,2.9%
COc1ccc(CNC(=O)C2CCCN2S(=O)(=O)c2ccccc2)cc1 (stereo not drawn),0.6%,-5.7%,3.8%,4.9%,x,x,12.4%,1.6%,0.6%,-5.4%
Cc1ccc(C(=O)N2CC(C(=O)O)C2)cc1,-0.6%,6.2%,-0.2%,0.4%,-16.0,646,8.7%,-5.9%,-0.1%,-4.0%
Cc1cc(-c2c(C)[nH]n(-c3ccc(Cl)cc3)c2=O)n[nH]1,14.1%,15.7%,4.9%,-14.8%,x,x,-43.6%,-4.2%,-2.3%,0.1%
c1ccc2oc(-c3ccc(Nc4nc(N5CCCC5)nc(N5CCOCC5)n4)cc3)nc2c1,1.8%,16.9%,-6.0%,2.8%,13.1,751,7.6%,-10.2%,-4.1%,-11.2%
Cc1ccc(NC(=O)Nc2ccc3c(c2)OCO3)c(OC(F)F)c1,x,-25.9%,x,x,1.4,831,-84.2%,x,-10.5%,-3.6%
Cc1ccc2c(CSc3nc4nc(C)cc(C)n4n3)cc(=O)oc2c1,-3.0%,0.6%,9.3%,-2.3%,x,x,-4.7%,-6.4%,-3.2%,-5.2%
N=c1n(Cc2ccccc2)c2ccccc2n1CC(O)COc1ccc(Cl)cc1Cl (stereo not drawn),-3.8%,10.1%,-1.8%,1.6%,-43.0,584,20.0%,-1.8%,11.0%,-11.7%
Cc1ccc(N=Nc2c(C)[nH][nH]c2=O)c(C)c1,-0.3%,4.1%,2.1%,41.4%,x,x,-52.2%,-2.9%,1.1%,-5.7%
Cc1occc1C(=O)N/N=C/c1ccc(Br)s1,-1.5%,-4.6%,-0.7%,3.7%,12.4,741,-71.3%,-3.0%,0.8%,-3.5%
CCOC(=O)c1nc2sc(C)c(C)c2c(=O)[nH]1,0.3%,25.9%,-90.9%,12.6%,x,x,15.0%,-3.2%,0.3%,-12.9%
Cc1c(CCC(=O)O)c(=O)n2c([nH]c3ccccc32)c1C#N,-4.2%,4.9%,-239.3%,1.4%,8.7,780,6.2%,-5.1%,3.0%,-9.3%
Cc1ccc(S(=O)(=O)/N=C(\CN2CCCCC2)N2CCOCC2)cc1,x,-12.9%,1.6%,13.4%,x,x,10.7%,-2.1%,9.1%,-5.0%
Cc1ccc2c(C)nc(Nc3nc(CSc4nc5ccccc5[nH]4)cc(=O)[nH]3)nc2c1,5.2%,55.2%,-7.6%,6.3%,x,x,22.5%,-8.8%,2.6%,4.0%
O=C(CN1C(=O)c2ccccc2C1=O)NNC1=NS(=O)(=O)c2ccccc21,-1.7%,2.5%,17.8%,10.0%,14.4,640,4.8%,-4.5%,3.5%,-5.2%
O=C(Cc1coc2ccc3ccccc3c12)N1CCN(c2ncccn2)CC1,1.4%,12.0%,0.3%,6.8%,x,x,6.3%,-4.0%,0.5%,-5.4%
CSCCC(C(=O)NC1=NCCS1)N1C(=O)c2ccccc2C1=O (stereo not drawn),-1.0%,-5.1%,3.8%,17.8µM*,9.2,822,1.0%,-3.3%,-1.1%,-5.7%
CCOC(=O)c1c(-c2cccs2)csc1NC(=O)CNCCN1CCOCC1,-3.4%,-0.1%,31.0%,-3.0%,0.4,765,2.3%,0.3%,16.9%,-7.2%
COc1ccc(OC)c(C(=O)CSc2nnc(Cc3cccs3)n2C)c1,-2.1%,-16.4%,13.2%,-8.6%,-24.6,722,-11.2%,-4.1%,-3.3%,-13.1%
C=CCc1cc(C)ccc1OCCn1ccnc1,0.0%,-10.7%,17.5%,u,x,x,-1.4%,-2.2%,4.2%,-7.5%
CCn1c(NC(=O)c2ccc(F)cc2)c2ccccc2nc1=O,-3.3%,2.1%,-5.8%,3.7%,23.1,682,16.3%,-0.4%,6.6%,-3.5%

Not all compounds are listed; rates above refer to the full screens.
